# Screening results: PubChem BioAssay, several laboratories
# Bcl-B TR3 displacers = displacers of TR3 peptide from Bcl-B, primary screen, selectivity assay for Bfl-1 inhibitor project, biochemical, fluorescence polarization | FP displacement of FITC-TR3 peptide from Bcl-B; higher % means a stronger effect | displacement, % at 20 µM, or IC50 in µM where a hit was titrated | 96,000 tested, 0.11% active | AID 748;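 active = displacement above 50% at 20 µM plus a fluorescence interference ratio under 1.5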;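 note: plate controls were wells without compound for no effect and wells lacking Bcl-B protein for full effect; a part of the inactive calls stands beside numbers as strong as those of hits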
# NFkB transloc inh = blocks IL-1B driven NFkB nuclear translocation in HUVEC cells; HUVEC IL-1B NFkB p65 nuclear translocation imaging; AID 796; inhibition, % at 2 µM; 94,000 tested, 0.43% active;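 active = inhibition above about 30% together with a positive call from visual inspection of the well image, limit read from the data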;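 note: nuclear over cytoplasmic p65 intensity ratio measured by imaging; 0% = IL-1B stimulated DMSO wells and 100% = unstimulated DMSO wells; values of inactives mirror those of a sister screen read the other way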
# PLAP inhibition = inhibition of human placental alkaline phosphatase – biochemical, luminescence, HTS (AID 690); inhibition, % at 20 µM; hits with a dose series show IC50 in µM; 96,000 tested, 0.08% active; purified PLAP, luminescent substrate; higher % means a stronger effect; in the data active = a potency from the dose series; inactive = the rest, 99 in 100 with inhibition below about 30%; note: strong numbers were not always called active
# NFkB transloc pot = enhances IL-1B driven NFkB nuclear translocation. 94,000 tested, 0.3% active. AID 819. HUVEC IL-1B NFkB p65 nuclear translocation imaging. activation, % at 2 µM;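 active = activation above 40%, about the mean plus 3 SD, also judged a hit on visual image review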;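 note: percent activation is computed from the nuclear over cytoplasmic p65 intensity ratio; values of inactives mirror those of a sister screen read the other way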
# MRP resist rev = compounds reversing MRP-mediated drug resistance | differential viability (reversal), % at 10 µM | H69AR cells + 2 uM doxorubicin, CellTiter-Glo, 72 h | 85,000 tested, 0.04% active;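 active = viability drop by adding the cancer drug above about 55%, with treated viability meeting a 40% cutoff, limit read from the data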;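 note: viability without doxorubicin minus viability with 2 µM doxorubicin for each compound; larger differential means the compound sensitizes cells more to doxorubicin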
# MRP resist rev cytotoxicity = recorded beside MRP resist rev, whose call it bears; viability, %; H69AR cells, CellTiter-Glo, 72 h; measured here: cytotoxicity without doxorubicin
# MRP resist rev with doxorubicin = further read-out of MRP resist rev, marked with its call; viability, %; measured here: viability with 2 uM doxorubicin; active compounds read low
# NFkB transloc inh cell count 2 µM = further read-out of NFkB transloc inh, marked with its call; cell count; measured here: cells passing quality filter;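 raw number of nuclei counted in each imaged well without normalization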
# NFkB transloc pot cell count 2 µM = second read-out of NFkB transloc pot, no call of its own (marks repeat the call); cell count; measured here: cells passing quality filter
# Starred values were filed as active, the others as inactive; x = not tested or not shown.
# Each structure is followed by: MRP resist rev	NFkB transloc inh cell count 2 µM	MRP resist rev with doxorubicin	NFkB transloc pot	MRP resist rev cytotoxicity	NFkB transloc pot cell count 2 µM	NFkB transloc inh	PLAP inhibition	Bcl-B TR3 displacers
- CC(C)C1Cc2[nH]c(=O)c(C(=O)O)cc2CO1 (stereo not given)
  26	129	67	33	93	129	-33	-3%	-4%
- COc1cccc(Oc2coc3c(CN4CCOCC4)c(O)ccc3c2=O)c1
  0	69	87	-9	87	69	9	-48%	3%
- Cc1cc(NC(=O)C2CC(c3ccc(F)cc3)=NO2)n(-c2ccccc2)n1 (stereo not given)
  12	179	90	12	102	179	-12	-15%	0%
- Cc1csc2ncc(C(=O)NCc3ccc4c(c3)OCO4)c(=O)n12
  10	x	91	x	101	x	x	-11%	-1%
- COCCNC(C)C(=O)Nc1ccc(Br)cc1 (stereo not given)
  -8	x	105	x	97	x	x	14%	0%
- COc1cccc(N/C(SC)=C(/C#N)C(N)=O)c1
  -20	173	48	1	28	173	-1	2%	5%
- COc1cccc(NC(=O)N[C@@H](Cc2ccccc2)C(=O)O)c1
  8	146	83	1	90	146	-1	-25%	2%
- CC1Cc2ccccc2N1C1=NS(=O)(=O)c2ccccc21 (stereo not given)
  -18	194	86	3	68	194	-3	-1%	-2%
- Cc1ccc(C(=O)Nc2c(C(=O)N3CCOCC3)cnn2-c2ccccc2)cc1
  19	137	72	11	90	137	-11	-26%	1%
- CN(c1ccccc1)c1ccc(/C=c2\s/c(=C(/C#N)C(=O)C(C)(C)C)n(Cc3ccco3)c2=O)cc1
  x	165	x	25	x	165	-25	32%	-237%
- CC1=CC2(C#N)C3(N=C(N)C2(C#N)C(c2ccccc2)N1)OCCO3 (stereo not given)
  x	189	x	1	x	189	-1	6%	1%
- CCCOc1ccc(C(=O)CCN2CCCCC2)cc1
  9	176	76	-4	85	176	4	-67%	2%
- CCc1c(C)c(C#N)c2nc3ccccc3n2c1NCC1CCCO1 (stereo not given)
  10	135	21	0	32	135	0	-11%	4%
- COc1ccc(C(=O)NC(=O)Nc2ncccc2C)cc1
  1	68	92	20	93	68	-20	10%	-26%
- CCN(CC)S(=O)(=O)c1ccc(Cl)c(C(=O)Oc2cccc(-c3cnc4ccccc4n3)c2)c1
  x	206	x	-5	x	206	5	16%	-8%
- COCCn1c(N)c(S(=O)(=O)c2cccs2)c2nc3ccccc3nc21
  -13	123	86	23	73	123	-23	1%	-22%
- O=C(CC(C(=O)N1CCc2ccccc21)n1ccnc1)NCc1cccnc1 (stereo not given)
  8	136	88	2	95	136	-2	x	x
- CCOC(=O)c1sc(NC(=O)CSc2nc(C)cc(C)c2C#N)c(C#N)c1C
  -7	114	89	-9	82	114	9	-12%	-5%
- O=C(O)c1cccc(N2CCCCS2(=O)=O)c1
  2	163	89	30	91	163	-30	-4%	-6%
- CCC(=O)Nc1ccc(C(=O)OCC(=O)c2ccc(C)c([N+](=O)[O-])c2)cc1
  x	178	x	12	x	178	-12	-6%	-4%
- O=C(Cn1nnc(-c2ccccc2)n1)NCc1ccccc1
  4	138	100	35	104	138	-35	0%	-8%
- N#C/C(=C(/O)COC(=O)CCC1CCCCC1)c1nc2ccccc2[nH]1
  -1	122	26	4	25	122	-4	-66%	-18%
- COC(=O)c1[nH]c2ccc(F)cc2c1NC(=O)C1=COCCO1
  3	139	90	0	93	139	0	8%	-1%
- CCOC(=O)N1CCN(C(=O)c2ccc3c(SCC(=O)O)c4c(nc3c2)CCCC4)CC1
  1	73	96	11	97	73	-11	-39%	4%
- CCOCCCNC(=O)c1cccs1
  -4	141	96	-9	92	141	8	16%	0%
- NC(=S)N/N=C/c1ccc(-c2cc(Cl)ccc2Cl)o1
  x	140	x	8	x	140	-8	10%	-29%
- CC(/C=N/NC(=O)Cc1cccn1C)=C\c1ccco1
  x	145	x	-4	x	145	4	4%	1%
- CC(=O)c1cc2c(cc1NS(=O)(=O)c1ccccc1)OCO2
  7	152	74	10	82	152	-10	15%	-11%
- COc1ccc(S(=O)(=O)Nc2cc(C)ccn2)cc1OC
  13	142	79	5	91	142	-5	-1%	-9%
- COCCSc1nnc(NC(=O)Cc2ccccc2OC)s1
  -13	179	96	-8	83	179	8	-2%	-11%
- O=C(C1CCCN(Cc2ccccc2C(F)(F)F)C1)N1CCCCC1 (stereo not given)
  11	156	78	-12	89	156	12	-36%	8%
- CC(=O)c1c(C)nc(C)nc1NC(=O)C(C)C
  7	185	84	-8	91	185	8	-36%	-7%
- Cc1sc2nc(CN3CCN(S(=O)(=O)c4cccc5nonc45)CC3)[nH]c(=O)c2c1C
  -29	161	70	-2	42	161	2	12%	-11%
- O=C(CCCn1c(SCC(=O)NCC2CCCO2)nc2ccccc2c1=O)NCC1CCCO1 (stereo not given)
  22	112	87	-11	108	112	11	-4%	-3%
- COc1ccc(OCCSc2ncnc3nc[nH]c23)cc1
  14	158	85	5	98	158	-5	-97%	8%
- Cc1ccc(/C=C/C(=O)c2ccc(C)cc2)cc1
  -21	114	64	25	43	114	-25	x	x
- CC(=O)Nc1cccc(Oc2cc(C#N)c(C#N)cc2N2CCOCC2)c1
  -16	160	78	-3	62	160	3	-40%	-5%
- O=C(COC(=O)c1cccc(Oc2ccccc2)c1)NCc1ccco1
  x	202	x	-2	x	202	2	24%	13%
- COc1ccccc1N1CCN(C(=O)COc2ccc(Cl)cc2)CC1
  -2	x	87	x	85	x	x	-50%	3%
- Cc1ccccc1CN1CCN(CC(=O)NCCCN2CCN(c3ccc(F)cc3)CC2)C1=O
  4	82	95	-4	100	82	4	-39%	0%
- CC(C)C(O)(C#CCN1CCCCC1)c1ccccc1 (stereo not given)
  5	91	84	-1	89	91	1	-1%	-3%
- O=c1cc2c(nn1Cc1ccc(Cl)cc1Cl)-c1ccccc1CC2
  2	160	99	-2	101	55	0	14%	-7%
- COc1ccc(S(=O)(=O)N(CC(=O)NC2CC2)c2ccc(C)cc2)cc1OC
  x	92	x	-2	x	92	2	10%	-7%
- CCCNC(=O)c1ccccc1NC(=O)c1ccc(CSc2ccccc2)cc1
  x	86	x	-1	x	86	1	-11%	14%
- C=CCc1ccc(OCCCOc2ccc(C)cc2OC)c(OC)c1
  17	154	78	-6	95	154	6	-32%	10%
- CS(=O)(=O)c1ccc2nc(NC(=O)Oc3ccccc3)sc2c1
  4	92	87	-5	90	92	5	-4%	-19%
- CCOC(=O)c1c(C)[nH]c(C)c1C(=O)COC(=O)C1CCCN1S(=O)(=O)c1ccccc1F (stereo not given)
  4	117	93	-5	97	117	5	-74%	2%
- O=C1CCCN1C(=O)CCC(=O)N1CCCC1=O
  -6	143	97	-10	92	143	10	4%	-4%
- Cc1onc(-c2ccccc2Cl)c1C(=O)Nc1cccc(-c2nc3ncccn3c2C)c1
  x	163	x	10	x	163	-10	-38%	-15%
- CCc1c(C)nc2[nH]nc(-c3ccccc3C)n2c1=O
  x	176	x	19	x	176	-19	-12%	6%
- CCN(CC)C(=O)CSc1nnc2sc3ccccc3n12
  2	x	84	x	87	x	x	6%	3%
- CCOC(=O)c1ccc(NC(=O)N2CCN(Cc3cccc(F)c3)CC2)cc1
  -5	175	76	12	71	175	-12	-29%	3%
- CC(NC(=O)c1ccccc1Cl)c1nnc(SCC(=O)Nc2ccc(C(=O)O)cc2)n1C (stereo not given)
  6	95	93	1	99	95	-1	x	x
- COc1ccc(CCNS(=O)(=O)c2ccc(C(=O)NCc3ccco3)cc2)cc1OC
  -8	143	80	10	72	143	-10	-13%	-5%
- Cc1nn(CC(N)=O)c(=O)c2ccccc12
  -1	119	95	30	94	119	-30	-21%	5%
- COc1ccc(-c2cc(C(F)(F)F)n3ncc(C(=O)NCC4CCCO4)c3n2)cc1OC (stereo not given)
  x	108	x	13	x	108	-13	-16%	-20%
- CC(=O)ON1C(C)(C)CC(OC(=O)c2ccccc2)CC1(C)C
  8	x	83	x	91	x	x	-31%	-10%
- CCCCOC(=O)C(C#N)c1nc2ccccc2nc1N1CCOCC1 (stereo not given)
  -7	181	77	-8	70	181	8	-34%	72%
- CCOC(=O)CSc1nc2ccccc2c(=O)n1C1CCCC1
  22	113	77	-4	99	113	4	22%	-7%
- COC(=O)CSC1=C(C#N)C(c2ccc(F)cc2)CC(=O)N1 (stereo not given)
  11	56	87	13	98	56	-13	-5%	8%

# (listing goes on)
# Each structure is followed by: MRP resist rev	NFkB transloc inh cell count 2 µM	MRP resist rev with doxorubicin	NFkB transloc pot	MRP resist rev cytotoxicity	NFkB transloc pot cell count 2 µM	NFkB transloc inh	PLAP inhibition	Bcl-B TR3 displacers
- S=C(NCc1ccccn1)Nc1ccc(Cl)c(Cl)c1
  x	98	x	2	x	98	-2	-4%	42%
- CN(CC(=O)NCc1ccc(Cl)cc1)S(=O)(=O)c1cccc2nsnc12
  8	126	80	-1	88	126	1	-1%	6%
- CCCCn1c(=O)n(CC(=O)Nc2c(CC)cccc2CC)c(=O)c2c1nc(CO)n2CCC
  1	121	78	39	79	121	-39	-11%	1%
- Cc1ccc(/C=C/C(=O)NC(=S)Nc2ccccc2C(=O)NC2CCCCC2)cc1
  x	x	x	x	x	x	x	20%	-8%
- COc1ccc(/C=N/Nc2ccccc2)cc1Cn1nc(C)c([N+](=O)[O-])c1C
  11	166	72	-6	83	166	6	-10%	-3%
- O=C(Nn1cnnc1)C1Cc2ccccc2CN1S(=O)(=O)c1ccc(F)cc1 (stereo not given)
  -8	146	101	-4	93	146	4	-44%	-1%
- CCCCn1c(=N)n(CC(O)COc2ccccc2)c2ccccc21 (stereo not given)
  -21	153	99	-11	78	153	11	-30%	-3%

# Given with each value named: entries from further up.
> N#C/C(=C(/O)COC(=O)CCC1CCCCC1)c1nc2ccccc2[nH]1
  MRP resist rev: -1
  NFkB transloc inh cell count 2 µM: 122
  MRP resist rev with doxorubicin: 26
  NFkB transloc pot: 4
  MRP resist rev cytotoxicity: 25
  NFkB transloc pot cell count 2 µM: 122
  NFkB transloc inh: -4
  PLAP inhibition: -66%
  Bcl-B TR3 displacers: -18%

> COC(=O)c1[nH]c2ccc(F)cc2c1NC(=O)C1=COCCO1
  MRP resist rev: 3
  NFkB transloc inh cell count 2 µM: 139
  MRP resist rev with doxorubicin: 90
  NFkB transloc pot: 0
  MRP resist rev cytotoxicity: 93
  NFkB transloc pot cell count 2 µM: 139
  NFkB transloc inh: 0
  PLAP inhibition: 8%
  Bcl-B TR3 displacers: -1%

> CCOC(=O)N1CCN(C(=O)c2ccc3c(SCC(=O)O)c4c(nc3c2)CCCC4)CC1
  MRP resist rev: 1
  NFkB transloc inh cell count 2 µM: 73
  MRP resist rev with doxorubicin: 96
  NFkB transloc pot: 11
  MRP resist rev cytotoxicity: 97
  NFkB transloc pot cell count 2 µM: 73
  NFkB transloc inh: -11
  PLAP inhibition: -39%
  Bcl-B TR3 displacers: 4%

# Arranged by number of heavy atoms (descending): some entries from above
# Each structure is followed by: MRP resist rev	NFkB transloc inh cell count 2 µM	MRP resist rev with doxorubicin	NFkB transloc pot	MRP resist rev cytotoxicity	NFkB transloc pot cell count 2 µM	NFkB transloc inh	PLAP inhibition	Bcl-B TR3 displacers
- Cc1ccc(/C=C/C(=O)NC(=S)Nc2ccccc2C(=O)NC2CCCCC2)cc1
  x	x	x	x	x	x	x	20%	-8%
- O=C(Nn1cnnc1)C1Cc2ccccc2CN1S(=O)(=O)c1ccc(F)cc1 (stereo not given)
  -8	146	101	-4	93	146	4	-44%	-1%
- CN(CC(=O)NCc1ccc(Cl)cc1)S(=O)(=O)c1cccc2nsnc12
  8	126	80	-1	88	126	1	-1%	6%
- CCOC(=O)CSc1nc2ccccc2c(=O)n1C1CCCC1
  22	113	77	-4	99	113	4	22%	-7%
- COC(=O)CSC1=C(C#N)C(c2ccc(F)cc2)CC(=O)N1 (stereo not given)
  11	56	87	13	98	56	-13	-5%	8%
- S=C(NCc1ccccn1)Nc1ccc(Cl)c(Cl)c1
  x	98	x	2	x	98	-2	-4%	42%

# Some of the compounds tested, so the mix of outcomes need not match the whole.
